# Screening data as filed in PubChem.
# EBI2 antag: EBI2 receptor antagonists, beta-arrestin recruitment, primary screen, cell-based, luminescence, 7a,25-OHC stimulation, uHTS; G-protein coupled receptor 183 (Homo sapiens), P32249; 7a,25-OHC stimulated; inhibition, % at 5 µM; 360,000 compounds, 0.81% hits; AID 651636, 2012; in the data active = inhibition above about 38%;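 note: enzyme fragment complementation signal reports receptor beta-arrestin coupling in cells; 0% = agonist plus DMSO wells and 100% = wells without agonist; some results beyond the cut were filed as inactive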
# Target sequence (P32249 whole entry, looked up, the tested form may be a part): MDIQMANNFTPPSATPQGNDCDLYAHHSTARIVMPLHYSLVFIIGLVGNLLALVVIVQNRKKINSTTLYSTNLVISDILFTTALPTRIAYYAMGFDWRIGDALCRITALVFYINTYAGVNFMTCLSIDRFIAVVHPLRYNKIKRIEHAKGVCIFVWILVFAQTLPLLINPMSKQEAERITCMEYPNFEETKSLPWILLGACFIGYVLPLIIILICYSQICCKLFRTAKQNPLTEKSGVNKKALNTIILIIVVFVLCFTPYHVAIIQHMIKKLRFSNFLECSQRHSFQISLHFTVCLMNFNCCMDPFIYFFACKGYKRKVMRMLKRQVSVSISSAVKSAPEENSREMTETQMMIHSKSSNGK
# A3G deaminase: APOBEC3G DNA deaminase inhibitors, primary screen, biochemical, fluorescence, single-stranded DNA substrate, uHTS; DNA dC->dU-editing enzyme APOBEC-3G (Homo sapiens), Q9HC16; recombinant A3G, ssDNA deamination FAM/TAMRA fluorescence; inhibition, % at 20 µM; 330,000 compounds, 0.28% hits; AID 493012, 2011;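 active = inhibition of at least 40% at 20 µM, with no more than 30% in the related APOBEC3A deaminase screen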;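 note: plate controls were DMSO wells with A3G for no effect and wells lacking A3G enzyme for full effect; some compounds called inactive have numbers as strong as hits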
# Target sequence (Q9HC16 whole entry, looked up): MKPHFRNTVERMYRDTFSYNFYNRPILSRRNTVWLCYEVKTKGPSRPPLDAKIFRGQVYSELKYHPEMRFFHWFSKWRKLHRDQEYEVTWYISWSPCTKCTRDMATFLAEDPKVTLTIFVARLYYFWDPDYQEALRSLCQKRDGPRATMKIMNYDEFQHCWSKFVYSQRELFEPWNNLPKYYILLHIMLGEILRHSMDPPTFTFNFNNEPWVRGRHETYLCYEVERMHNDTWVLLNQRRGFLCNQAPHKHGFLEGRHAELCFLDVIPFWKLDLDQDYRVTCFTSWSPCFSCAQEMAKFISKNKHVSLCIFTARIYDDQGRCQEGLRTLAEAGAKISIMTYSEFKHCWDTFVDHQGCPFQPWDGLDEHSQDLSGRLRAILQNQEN
# A3A deaminase: APOBEC3A ssDNA deaminase inhibitors, primary screen, selectivity assay for APOBEC3G inhibitor project, biochemical, FAM/TAMRA oligo cleavage fluorescence. DNA dC->dU-editing enzyme APOBEC-3A (Homo sapiens), P31941. recombinant A3A, FAM/TAMRA ssDNA deamination fluorescence. inhibition, % at 20 µM. 330,000 compounds, 0.41% hits. AID 493011, 2011;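 active = at least 40% inhibition at 20 µM here, with at most 30% in a related deaminase screen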;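 note: plate controls were A3A with DMSO for no effect and wells lacking A3A enzyme for full effect; some results filed as inactive read as strong as hits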
# Target sequence (P31941 whole entry, looked up): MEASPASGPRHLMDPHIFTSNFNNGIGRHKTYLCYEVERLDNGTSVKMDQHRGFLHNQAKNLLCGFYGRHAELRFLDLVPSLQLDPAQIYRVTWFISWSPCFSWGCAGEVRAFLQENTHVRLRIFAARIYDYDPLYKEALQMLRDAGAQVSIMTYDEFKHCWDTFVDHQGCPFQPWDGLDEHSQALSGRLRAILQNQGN
# NR3A LBD binder: binders of NR3A ligand-binding domain, primary screen, biophysical, differential scanning fluorimetry, uHTS | NR3A LBD differential scanning fluorimetry, Tm shift; 0% = protein alone, 100% = glycine-bound protein | Tm shift relative to glycine control, % at 25 µM | 340,000 compounds, 2.5% hits;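 active = melting temperature shift of at least 10% of the positive control shift, at one fixed dose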
# MPTP inh: mitochondrial permeability transition pore inhibitors, primary screen, biochemical, isolated mouse mitochondria, absorbance; Ca2+ swelling absorbance, 30 min; 360,000 compounds, 1.4% hits; inhibition, % at 10 µM;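 active = inhibition of 50% or more, scaled per plate between neutral and stimulator controls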;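 note: 0% = DMSO wells given calcium and 100% = 1 mM EGTA wells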
# CCR6 antagonist: CCR6 receptor antagonists, primary screen, cell-based, CHO-K1, luminescence, beta-arrestin, uHTS. AID 493098, 2011. inhibition, % at 20 µM. 340,000 compounds, 0.49% hits. C-C chemokine receptor type 6 (Homo sapiens), P51684. CHO-K1 CCR6 PathHunter beta-arrestin, CCL20-stimulated;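 active = compounds whose inhibition of the agonist-driven luminescence signal at 20 µM reaches about 50%, limit read from the data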;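 note: cells stimulated with CCL20 at 14 nM final; plate controls were DMSO with CCL20 for no effect and DMSO without agonist for full effect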
# CXCR6 block: CXCR6 receptor inhibitors, primary screen, cell-based, beta-arrestin, luminescence, CHO-K1 PathHunter, 1536-well | C-X-C chemokine receptor type 6 (Homo sapiens), O00574 | AID 602244, 2012 | 360,000 compounds, 0.36% hits | inhibition, % at 20 µM; in the data active = inhibition above about 34%, passing the limit was not always enough;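 note: antagonist mode with CXCL16 agonist at 10 nM final; 0% = 10 nM CXCL16 with DMSO and 100% = unstimulated wells without agonist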
# Gli-Sufu antag: Gli-Sufu pathway antagonists, primary screen, luciferase luminescence, Sufu-KO-LIGHT cells, uHTS; inhibition, % at 5 µM; AID 588413, 2011; 340,000 compounds, 0.74% hits; Sufu-KO-LIGHT fibroblasts, Gli luciferase reporter luminescence;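 active = inhibition above about 55%, limit read from the data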;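 note: 0% = DMSO-treated cells and 100% = wells with medium but no cells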
# Active calls of the source: *; / = not tested or not shown; & = joins results of further samples.
SMILES,EBI2 antag,A3G deaminase,A3A deaminase,NR3A LBD binder,MPTP inh,CCR6 antagonist,CXCR6 block,Gli-Sufu antag
Cc1cc(C(=O)OCC(=O)N2CC(C)CC(C)C2)c(C)o1 (centres undefined),-2.9,-1.9,0.0,-2.1,17.0,-20.8,-7.6,-5.0
O=C(CCOc1ccccc1)OCC(=O)c1cc2ccccc2o1,-8.0,-5.6,-4.5,-0.8,1.0,85.2*,28.9,7.3
Cc1cc(C)n2nc(C(=O)OCC(=O)N(CCC#N)c3ccc(F)cc3)nc2n1,-3.4,-6.5,1.7,2.8,-0.4,9.1,-3.5,-3.0
O=C(/C(=C/c1ccc(Cl)cc1)c1nc2ccccc2[nH]1)c1cccs1,-2.2,-5.8,-2.1,4.3,65.5*,25.8,14.6,-14.6
O=c1cn[nH]c2ccc(Br)cc12,10.7,/,/,-1.6,-2.7,-0.5,4.2,-15.1
COc1ccc(-c2[nH]ncc2CN(C)C(C)c2ccon2)cc1F (centres undefined),5.8,0.5,2.6,1.4,-0.2,1.5,-12.2,13.6
O=C(CC(=O)Nc1cc(Cl)ccc1Cl)Nc1cc(Cl)ccc1Cl,17.2,-5.1,0.5,0.5,2.2,17.8,-1.7,1.7
Cc1cnc(NC(=O)CSC(=S)N2CCOCC2)s1,-3.8,-0.5,-1.1,-0.1,-0.9,-9.7,-0.8,-3.3
O=C1c2ccccc2C2=Nc3ccccc3SC(c3ccc(Cl)cc3)C12 (centres undefined),-2.7,-6.1,1.6,0.6,89.2*,11.4,15.4,8.7
Cc1nn(CC(=O)NCCCN2C(C)CCCC2C)c(=O)c2cc3occc3n12 (centres undefined),2.7,-6.2,-2.6,-0.2,-3.5,6.6,3.6,1.8
CC(NC(=O)OCc1ccccc1)C(=O)Oc1cc2oc(=O)cc(-c3ccccc3)c2cc1Cl (centres undefined),-7.5,-2.9,0.2,-8.3,8.5,-13.2,-10.7,-8.5
O=S(=O)(Cc1ccc(Cl)cc1)NCC1CCCO1 (centres undefined),3.1,-4.8,-1.8,-0.9,-0.5,6.8,-0.1,-4.9
CC(=O)NCCOc1cccc2ccccc12,-6.3,-6.7,0.5,-1.9,-1.5,-4.4,-3.7,4.8
CC1CCCCN1C(=O)COC(=O)/C=C/c1ccc2ccccc2n1 (centres undefined),-0.3,-4.0,0.7,0.2,-4.0,4.4,-4.2,3.2
CC(=O)Oc1c(C)c(=O)n(C)c2ccccc12,-1.8,4.3,1.2,-8.0,-1.4,-12.5,2.1,8.8
Nc1sc(-c2ccccc2)n[n+]1Cc1cccc2cccnc12,24.9,-1.5,3.2,-2.2,11.8,11.8,3.8,13.2
O=C(c1c(F)cccc1F)N1CCN(c2cccc(C(F)(F)F)c2)CC1,-16.7,-7.6,0.2,0.6,-0.6,20.5,7.7,-2.0
O=c1c2ccccc2c(-c2ccccc2)nn1Cc1c(Cl)cccc1Cl,-29.7,0.7,-4.5,0.4,0.0,25.0,15.1,-10.1
CCCn1c(=O)c(C(=O)NCc2cccnc2)c(O)c2ccccc21,4.0,1.3,2.1,-0.1,0.7,11.0,8.1,2.1
COc1ccc(S(N)(=O)=O)cc1C(=O)NCC(C)(C)N1CCCCC1,2.3,-1.4,-3.5,-0.5,0.1,5.2,-3.3,-6.0
CC(C)(C)NC(=O)C(OC(=O)c1cccs1)c1ccc(F)cc1 (centres undefined),9.2,-5.2,-3.2,0.3,1.2,2.8,-5.2,-5.4
Cc1nnc(-c2ccco2)c2cn(-c3cccc(Br)c3)nc12,5.2,6.5,1.4,-1.0,6.3,0.5,6.3,0.8
CCCCSc1nn[nH]n1,6.5,-7.8,-3.4,0.6,-0.8,-12.0,3.5,-0.8
COc1ccc2c(-c3ccccc3)cc(SCC(=O)N(C)C)nc2c1,11.5,-2.3,0.9,1.0,-2.2,11.7,10.8,-4.1
CCS(=O)(=O)N1CCC(C(=O)O)CC1,0.9,-6.4,-1.8,-0.9,-0.4,-15.1,-3.4,0.4
COCCN1CCN(Cc2nc(Cc3ccc(OC)c(OC)c3)no2)CC1,-10.2,-5.5,-4.5,0.1,-1.9,2.6,-2.6,5.7
Cc1ccc(Cl)cc1N1CCN(S(=O)(=O)c2ccc3c(c2)oc(=O)n3C)CC1,13.8,-1.9,-1.5,0.0,6.0,-0.7,-10.8,10.9
O=c1c(Cc2c(F)cccc2Cl)c(O)ccn1CCc1ccccn1,-3.5,-3.5,-0.5,0.3,0.5,-6.4,2.5,1.6
Cc1[nH]n(-c2ccc([N+](=O)[O-])cc2)c(=O)c1C=NCC1CCCO1 (centres undefined),10.4,-4.4,-2.6,-1.6,-1.9,-5.2,-6.7,-25.7
Cc1ccccc1CNC(=O)C1CCN(c2nnc(N3CCCC3=O)s2)CC1,-4.5,0.9,-1.7,-2.4,-1.6,-3.9,0.8,0.4
Cc1ccc(S(=O)(=O)NCc2ccccc2)cc1C(=O)NC1CCC(C)CC1 (centres undefined),1.9,-2.6,7.2,-3.2,0.9,-13.9,7.6,-40.7
COc1ccc(OCCNS(=O)(=O)c2cccc([N+](=O)[O-])c2)cc1,-4.2,-5.8,-0.1,0.6,-3.0,-22.3,2.6,-1.2
COc1ccc2nc(NNC(=O)c3cc(=O)c4ccccc4o3)sc2c1,-14.7,-7.9,-2.4,-5.1,-0.8,11.9,0.0,-8.1
CCC(Sc1ccc2nnc(-c3ccc(F)cc3)n2n1)C(=O)O (centres undefined),-7.9,-12.3,3.9,-1.6,-1.4,1.7,3.1,-1.0
COc1ccc(S(=O)(=O)Nc2cc(C)c(O)c(S(=O)(=O)c3ccccc3)c2)cc1,-1.1,-3.7,-0.5,-6.3,2.5,-10.8,3.4,11.1
CCOC(=O)c1cc(CC)sc1NC(=O)C1CC1,-1.4,-2.8,-1.4,1.7,-0.9,0.5,-11.9,-25.0
CN(C)c1ccc(N=Nc2ccccc2C(=O)OCC(=O)NC2CCCC2)cc1,7.3,-3.7,1.9,-22.9,1.2,49.9,13.3,-5.6
O=C(CSc1ccc(C(F)(F)F)cc1[N+](=O)[O-])Nc1ccc2ccccc2c1,-1.8,0.1,2.2,34.5*,74.5*,-3.4,3.4,-5.2
O=C(Nc1cccn2ncnc12)c1ccc(Cl)cc1,-1.0,-2.9,0.5,-0.3,-0.2,7.2,3.4,-19.4
O=C(NC1CCCCC1)C(c1ccc(F)cc1)N(CCCN1CCOCC1)C(=O)c1ccc(CN2CCOCC2)o1 (centres undefined),-6.5,-6.5,-3.9,-1.8,0.5,-5.8,-3.3,-4.3
CCOC(=O)CSc1ccc2nnc(-c3cccnc3)n2n1,3.5,-6.7,4.3,1.3,0.5,7.9,-5.7,-2.0
COc1ccc(C(=O)C2CCCN(Cc3cccn3-c3nccs3)C2)cc1OC (centres undefined),-6.1,-5.2,1.9,0.5,0.9,14.7,1.3,4.8
CC1(C)Cc2nc(Cl)c(C(N)=O)cc2CO1,-0.8,-9.4,-1.4,-0.7,2.8,-7.9,-1.0,3.7
CCO[C@@H]1OC(C(=O)N2CCCCCCC2)=C[C@H](C2CCCCC2)[C@H]1CCCO,-13.7,1.0,0.4,-2.3,-1.2,12.8,9.5,-4.8
O=C(CN1CCN(Cc2ccc(F)cc2)CC1)Nc1nc2ccccc2s1,14.7,-9.6,-5.4,-0.5,0.1,-8.7,6.0,24.7
Cc1cc(Br)ccc1Nc1nc(N)nc(N)c1N=O,-9.0,/,/,-2.4,-0.2,2.8,-2.0,-27.6
CCN1/C(=C/C(C)=C/c2sc3ccccc3[n+]2CC)Sc2ccccc21,30.0&16.9,31.1,58.0,-14.4,198.7*,61.7*,57.2*,90.3*
O=C(CN1CCOCC1)Nc1ccc2c(c1)OCO2,2.6,-4.1,0.0,-4.2,-0.5,8.5,-2.7,-8.6
C/C(=N\NC(=O)c1cc(O)cc(O)c1)c1ccc(NC(=O)Cc2ccccc2)cc1,-4.1,77.2,94.8,-7.1,-1.8,7.2,6.4,-19.2
CCOc1ccccc1CNC(=O)c1ccc(NC(=O)C2=CSCCO2)cc1,-6.8,-5.5,-2.6,-0.7,0.5,-1.4,4.4,7.5
CCN(CC)C(=O)[C@H]1CC(CC(=O)NCCC2=CCCCC2)C(=O)N2CCc3c([nH]c4ccc(OC)cc34)[C@]12C (some centres undefined),1.1,2.6,2.4,-1.4,0.6,-6.1,-3.2,1.5
CCOc1ccc(C(=O)Nc2ccc3c(c2)OCCO3)cc1OC,1.4,-8.4,-5.7,-0.3,-0.8,9.8,-8.9,-43.8
O=C(N/N=C/c1sc(N2CCCCC2)nc1-c1cccs1)c1cccnc1,8.8,-9.2,-3.1,-0.4,0.3,23.6,24.4,-6.5
CC1CN(S(=O)(=O)c2ccc(C(=O)Nc3ccccc3F)cc2)CC(C)O1 (centres undefined),-15.0,-3.8,-2.5,0.2,-0.5,8.8,-1.8,-1.7
COc1cc(OC)c(NS(=O)(=O)c2coc(C(N)=O)c2)cc1Cl,-4.6,-2.3,0.2,-0.3,-1.6,2.8,1.4,-6.4
COc1cc(CCC(=O)OCC(=O)Nc2c(C)cccc2C(C)C)cc(OC)c1OC,-10.1,3.5,4.3,1.5,0.6,1.8,1.0,18.2
COC(=O)Cn1cc(/C=N/NC(=O)c2ccc(C#N)cc2F)c2ccccc21,1.9,-1.3,0.0,0.3,-1.3,6.4,-4.8,27.2
Cc1cc(N/N=C/c2ccc(O)c(C)c2O)nc(-c2ccccc2O)n1,-11.3,/,/,32.0*,4.4,-45.2,-6.4,-4.4
CCCn1c(SCC(=O)N2CCc3ccccc3C2)nc(O)cc1=O,-6.0,-2.7,0.9,0.2,-0.6,2.4,8.6,-1.5
CS(=O)(=O)N(Cc1ccc(C(=O)NN=C2CCCC2)cc1)c1ccccc1,-1.8,-5.1,-3.5,-1.0,0.3,-9.8,-8.5,-11.2
COc1ccc(/C=C/C(=O)OCC(=O)NC2CCCC2)cc1OC,-1.3,0.8,7.9,-0.2,-1.2,1.7,4.7,-4.2
C=CCNC(=O)/C(C#N)=C/c1c(N2CCCCCC2)nc2ccccn2c1=O,11.5,-6.1,-5.9,1.4,2.0,9.4,3.5,2.4
CC1(C)C(=O)OC(c2cc(Br)ccc2O)C(C)(C)C1=O (centres undefined),19.7,-9.6,-2.8,-13.0,82.2*,11.0,-0.7,-1.3
